High-throughput results from PubChem.
Rab7 wt modul = alters GTP binding to wildtype dog Rab7. AID 758. actives 0.055% (n = 190,000). GTP binding activity (percent of control), % at 10 µM. GST-Rab7 beads, fluorescent GTP binding, flow cytometry; actives lie on both sides; untreated = 100%, excess cold GTP = 0%;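 active = fluorescent GTP binding to Rab7 beads changed by at least 20 points from the 100% baseline, either direction, mostly lower; inconclusive = compound itself probably fluorescent, or too few beads counted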;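 note: median green fluorescence of bound Bodipy-FL-GTP per Rab7 bead population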
Bcl-W Bim block = human Bim-Bcl-W interaction inhibition; Q92843; bead-based flow cytometry, Bim peptide-Bcl-W binding; inhibition, % at 10 µM; actives 0.02% (n = 190,000); AID 952;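 note: 0% = bound tracer without compound and 100% = peptide blocker; higher means less fluorescent Bim peptide bound to Bcl-W beads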
Target sequence (Q92843 whole entry, looked up): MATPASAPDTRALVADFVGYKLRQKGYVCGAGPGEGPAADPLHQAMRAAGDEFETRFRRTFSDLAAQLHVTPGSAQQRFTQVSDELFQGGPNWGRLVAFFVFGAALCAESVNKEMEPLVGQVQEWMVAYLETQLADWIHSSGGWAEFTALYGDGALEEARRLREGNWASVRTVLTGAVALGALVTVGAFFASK
Bim-Bcl-2 = disrupts Bim peptide binding to human Bcl-2. P10415. Bead-based flow cytometry, Bim peptide-Bcl-2 binding. inhibition, % at 10 µM. actives 0.06% (n = 190,000); in the data active = inhibition above about 40%; inconclusive = no clear call, values can overlap the other calls;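 note: 0% = no compound wells with probe peptide and 100% = reference peptide inhibitor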
Target sequence (P10415 whole entry, looked up): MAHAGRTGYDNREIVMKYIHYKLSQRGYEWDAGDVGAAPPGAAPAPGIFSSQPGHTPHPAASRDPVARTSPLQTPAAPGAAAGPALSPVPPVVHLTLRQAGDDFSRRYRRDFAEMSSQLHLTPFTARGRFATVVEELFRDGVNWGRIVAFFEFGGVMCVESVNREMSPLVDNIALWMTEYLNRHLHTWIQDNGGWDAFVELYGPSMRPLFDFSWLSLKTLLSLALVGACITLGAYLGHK
Rac1 wt GTP bind = modulators of human Rac1 wildtype GTP binding | P63000 | GST-Rac1 beads, fluorescent GTP binding, flow cytometry; actives lie on both sides; 0 = cold GTP competed, 100 = untreated | GTP binding activity (% of control), % at 10 µM | actives 0.27% (n = 190,000) | AID 757;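 active = GTP binding activity at least 20 points away from the 100% control level, either lower or higher; inconclusive = compound flagged as likely green fluorescent, judged across all proteins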
HRas wt GTP = changes GTP binding to wildtype human HRas | GST-Ras wt beads, Bodipy-FL-GTP binding, flow cytometry; actives lie on both sides | GTP binding activity, % at 10 µM | P01112 | actives 0.14% (n = 190,000);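 active = GTP binding activity at least 20% away from the 100% baseline, either lowered as inhibitor or raised as activator; inconclusive = flagged as likely green fluorescent, judged across all proteins in the well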;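 note: 0% = unlabeled GTP competition control and 100% = no-compound control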
Target sequence (P01112 whole entry, looked up): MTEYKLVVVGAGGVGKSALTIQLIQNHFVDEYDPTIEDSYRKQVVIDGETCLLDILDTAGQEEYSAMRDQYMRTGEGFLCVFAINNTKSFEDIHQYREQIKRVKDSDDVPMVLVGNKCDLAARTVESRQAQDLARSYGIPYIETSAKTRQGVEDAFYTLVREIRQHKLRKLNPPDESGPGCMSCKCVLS
Bim-Bcl-XL = inhibitors of Bim-Bcl-XL interaction, human | AID 1007 | actives 0.04% (n = 190,000) | Bim peptide-Bcl-XL binding, bead flow cytometry, fluorescence | inhibition, % at 10 µM | Q07817
Rab2A wt mod = changes GTP binding to wildtype dog Rab2A, up or down; P61105; GST-Rab2 wt beads, Bodipy-GTP binding, flow cytometry; GTP binding activity, % at 10 µM; actives 0.19% (n = 190,000); AID 760;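 active = GTP binding activity at least 20 points away from 100%, either lowered or raised; inconclusive = signal likely due to the compound's own green fluorescence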;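 note: 0% = beads with excess unlabeled GTP and 100% = no-compound control corrected for plate trend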
Cdc42 wt = modulators (inhibitors or activators) of GTP binding to human Cdc42 wildtype; actives 0.2% (n = 190,000); P60953; percent activity (GTP binding), % at 10 µM; GST-Cdc42 beads, Bodipy-GTP binding, flow cytometry; actives lie on both sides;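 active = percent activity GTP binding at least 20 points away from the 100% baseline, either down as inhibitor or up as activator; inconclusive = compound flagged as likely green fluorescent from well-wide comparison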;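 note: median bead fluorescence of bound Bodipy-FL-GTP at 100 nM; 0% = excess unlabeled GTP control and 100% = no compound control; below 100% means less GTP binding so inhibitor and above means activator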
Target sequence (P60953 whole entry, looked up): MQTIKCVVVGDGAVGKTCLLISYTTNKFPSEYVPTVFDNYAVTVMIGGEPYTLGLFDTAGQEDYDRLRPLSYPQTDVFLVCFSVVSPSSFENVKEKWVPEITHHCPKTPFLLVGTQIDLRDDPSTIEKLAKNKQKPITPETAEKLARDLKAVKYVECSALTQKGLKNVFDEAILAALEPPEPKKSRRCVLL
Bim-Bcl-B = human Bim-Bcl-B interaction inhibition; AID 951; bead-based flow cytometry, Bim peptide-Bcl-B binding; inhibition, % at 10 µM; Q9HD36; actives 0.073% (n = 190,000);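 note: 0% = tracer peptide without compound and 100% = reference inhibitor peptide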
Target sequence (Q9HD36 whole entry, looked up): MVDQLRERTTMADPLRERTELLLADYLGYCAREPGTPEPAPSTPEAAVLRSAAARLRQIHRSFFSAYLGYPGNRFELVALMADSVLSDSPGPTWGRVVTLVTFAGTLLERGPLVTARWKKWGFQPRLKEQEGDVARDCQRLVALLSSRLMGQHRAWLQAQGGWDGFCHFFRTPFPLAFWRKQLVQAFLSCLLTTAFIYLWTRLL
Bfl-1 Bim block = inhibitors of Bim-Bfl-1 interaction, human; Q16548; Bead-based flow cytometry, Bim-Bfl-1 binding inhibition; inhibition, % at 10 µM; actives 0.12% (n = 190,000);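 note: 0% = wells without compound plus tracer and 100% = blocker peptide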
Rac1 mut GTP = modulators of GTP binding to human Rac1 activated mutant; GST-Rac1 activated beads, fluorescent GTP binding, flow cytometry; actives lie on both sides; 100% means binding = to untreated wells; AID 764; percent activity (GTP binding), % at 10 µM; actives 0.11% (n = 190,000);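 active = GTP binding at least 20 percentage points away from the 100% baseline, in either direction, so actives lie on both sides; inconclusive = Compound likely fluorescent itself, or too few beads counted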
An asterisk follows results filed as active; u = inconclusive; x = no result given. Cut-off read from the data, not from the text of the source, unless noted: active = inhibition above about 40%.

Rab7 wt modul	Bcl-W Bim block	Bim-Bcl-2	Rac1 wt GTP bind	HRas wt GTP	Bim-Bcl-XL	Rab2A wt mod	Cdc42 wt	Bim-Bcl-B	Bfl-1 Bim block	Rac1 mut GTP	Compound
94	-4	-3	101	97	-4	97	97	-3	-7	96	COc1ccc(Cn2nnnc2C(c2ccc(N(C)C)cc2)N2CCC(C)CC2)cc1 (stereo not given)
104	-2	14	100	103	0	103	99	16	4	98	CC(C)c1cc(=O)oc2c3c4c(cc12)CCCN4CCC3
94	0	-10	97	95	-3	95	95	-6	-10	95	COc1ccccc1N1CCN(C(=O)CSc2ncccc2-c2nc3ccccc3[nH]2)CC1
104	-2	0	98	102	0	102	98	1	-1	97	CCc1ccccc1NC(=S)N(CCCN1CCN(C)CC1)Cc1cccs1
106	-5	0	100	98	-4	99	98	-7	-4	96	CCNC(=S)N/N=C/c1cc(C)n(-c2ccc(Cl)cc2)c1C
95	-1	-1	102	99	0	96	99	-2	-6	97	Cc1cc(C(=O)N2CCCc3ccccc32)no1
96	-5	0	100	102	-3	99	103	-2	0	97	Cc1cc(/C=N/n2cnnc2)c(C)n1-c1cccc(Cl)c1
96	4	-2	101	97	0	96	96	-6	-10	98	CC1(C)CC(=O)CC(=NCC(=O)O)C1
95	-1	-1	96	95	3	97	96	-1	2	95	O=C(NCc1cc(C(F)(F)F)cc(C(F)(F)F)c1)C12CN(Cc3ccccc3)CC1C(c1cccc([N+](=O)[O-])c1)=NO2 (stereo not given)
105	-2	-2	109	101	-6	100	101	-4	-5	99	O=S(=O)(NCCCc1ccccc1)c1cccc2nsnc12
99	-3	1	105	100	-4	98	102	-7	0	99	COCCCNCCCCOc1ccc(C)cc1[N+](=O)[O-]
104	0	0	102	99	0	100	103	0	0	101	COc1cc(CC(=O)OCC(=O)Nc2ccc3c(c2)OCCO3)cc(OC)c1OC
98	1	-7	99	100	-3	99	101	-6	-12	100	C=CCn1c(-c2ccc(OC)c(OC)c2)cs/c1=N\c1ccccn1
99	0	-12	98	98	-6	96	97	-8	-10	95	Cc1cc(Cl)c(S(=O)(=O)N2CCN(c3ccc(F)cc3)CC2)cc1OCC(=O)NC1CCCCC1
97	-2	-2	100	98	-1	95	100	-3	0	98	COc1ccc(NC(=O)COC(=O)/C=C/c2ccccc2[N+](=O)[O-])cc1
99	0	-5	107	102	-4	101	105	-6	-14	100	COc1ccc(N2C(=O)CC(NC34CC5CC(CC(C5)C3)C4)C2=O)c(OC)c1 (stereo not given)
106	0	4	99	99	0	101	100	0	0	96	N#Cc1ccccc1OCC(=O)Nc1c(C(=O)C2CC2)oc2ccccc12
97	1	-1	99	97	0	98	99	0	-1	99	CCC(C)C(NC(=O)OC(C)(C)C)C(=O)NC(C(=O)NC(C)C(N)=O)C(C)C (stereo not given)
98	1	-7	106	102	-4	102	104	-3	-6	100	OCCOCCn1c(-c2ccccc2)nc(=S)c2c1CCCC2
100	-3	-4	104	101	-6	101	99	-6	0	102	COc1ccc(C2(CNC(=O)c3ccc(OC)c([N+](=O)[O-])c3)CCCCC2)cc1OC
105	-2	0	103	98	0	103	104	-1	-2	96	O=C(CSc1ccc(-c2ccncc2)nn1)c1ccccc1
94	-6	-5	95	96	9	96	95	-3	-1	92	CCCCn1c(SCC(=O)Nc2cc(C)on2)nc2ccccc2c1=O
100	0	-10	104	102	-1	100	101	-1	-10	100	CC(C)NC(=O)CN1CCN(c2ncccn2)CC1
95	-5	0	94	94	-2	94	91	-3	-3	92	Cc1ccc(S(=O)(=O)NCCNc2ccccc2[N+](=O)[O-])cc1
101	9	x	99	98	3	98	97	16	1	100	Cc1ccn2c(C(=O)N/N=C/c3ccc(CNC(=O)C(=O)Nc4ccc(C)c(C)c4)o3)c(C)nc2c1
103	4	-9	110	101	-6	105	106	-10	-13	102	O=C(O)c1[nH]c2ccccc2c1CC(=O)N1CCOCC1
102	0	-9	109	104	-4	102	106	-6	-10	101	COCCN(C(=O)COc1ccccc1)c1nnc(-c2cccnc2)s1
90	2	2	98	98	-1	98	99	-4	1	98	CCCCCCCCNC(C)C(O)c1ccc(SC(C)C)cc1 (stereo not given)
102	-2	-8	98	98	-6	98	99	-10	-8	98	CCOC(=O)c1csc(NC(=O)c2ccc(OCC)cc2)n1
96	2	-2	92	93	-2	94	92	1	0	93	O=[N+]([O-])c1ccc(N/N=C/c2c[nH]c3ccccc23)cc1

Random excerpt: four records from the list, in no set order.
Rab7 wt modul	Bcl-W Bim block	Bim-Bcl-2	Rac1 wt GTP bind	HRas wt GTP	Bim-Bcl-XL	Rab2A wt mod	Cdc42 wt	Bim-Bcl-B	Bfl-1 Bim block	Rac1 mut GTP	Compound
103	4	-9	110	101	-6	105	106	-10	-13	102	O=C(O)c1[nH]c2ccccc2c1CC(=O)N1CCOCC1
97	1	-1	99	97	0	98	99	0	-1	99	CCC(C)C(NC(=O)OC(C)(C)C)C(=O)NC(C(=O)NC(C)C(N)=O)C(C)C (stereo not given)
105	-2	0	103	98	0	103	104	-1	-2	96	O=C(CSc1ccc(-c2ccncc2)nn1)c1ccccc1
105	-2	-2	109	101	-6	100	101	-4	-5	99	O=S(=O)(NCCCc1ccccc1)c1cccc2nsnc12

(further entries)
Rab7 wt modul	Bcl-W Bim block	Bim-Bcl-2	Rac1 wt GTP bind	HRas wt GTP	Bim-Bcl-XL	Rab2A wt mod	Cdc42 wt	Bim-Bcl-B	Bfl-1 Bim block	Rac1 mut GTP	Compound
102	1	0	109	102	-3	100	105	-5	14	100	CCOCCCNC(=S)Nc1ccc2nc(N3CCCC3)cc(C)c2c1
102	5	-3	105	105	-6	104	104	0	-5	103	N#Cc1cnn(-c2ccccc2)c1N
101	2	-4	111	103	-3	101	107	-3	-15	102	CCOC(=O)C1CCN(C2CC(=O)N(c3cccc(Cl)c3)C2=O)CC1 (stereo not given)
98	-2	-1	100	97	-1	95	95	-3	-4	95	CCOC(=O)N1CCN(C(=O)Nc2ccccc2)CC1
100	5	-2	106	102	1	100	104	3	1	100	O=C1CN(C(=O)c2cc3ccccc3o2)c2ccccc2N1
98	-3	-3	105	98	-5	104	100	-3	-1	101	O=C1CCC(C(=O)NCc2cccnc2)N1 (stereo not given)
102	0	0	105	101	-1	100	104	-1	-7	101	O=C(/C=C/c1ccccc1[N+](=O)[O-])NCC1CCCO1 (stereo not given)
96	0	-1	108	102	-2	106	106	-7	-13	102	COCCNC(=S)N/N=C/c1ccccc1C(=O)O
99	1	-2	100	99	-1	98	99	-4	-4	98	CC(C)CNC(=O)COC(=O)c1ccc(Cl)c(S(=O)(=O)N2CCc3ccccc32)c1
98	1	-1	103	98	1	99	99	0	0	98	CCN1C(=O)C2(SC(NC(C)=O)=NN2C(C)=O)c2cc(C)cc(C)c21 (stereo not given)
u	1	0	u	u	2	u	u	4	0	u	Cc1nn2c([nH]c(=O)c3ccccc32)c1C=O
104	-3	-2	110	104	-1	104	106	-9	-2	101	O=C(N/C(=C/c1cccs1)C(=O)N1CCCCCC1)c1ccccc1
102	-3	0	104	100	-3	98	99	-2	1	102	CCC(=O)Nc1ccc(C(=O)NNC(=O)Cc2ccccc2)cc1
102	-8	-7	105	102	-10	102	100	-7	-2	101	CCN1CCN(C(c2cccs2)C(C)NC(=O)C(C)C)CC1 (stereo not given)
102	-2	-12	101	99	-11	99	98	-10	-21	97	Cc1ccccc1C(=O)Nc1cccc(N)c1
100	-2	-8	99	101	-3	98	99	-6	-15	98	CC1(C)Cc2c(cnn2-c2ccccc2)C(=O)/C1=N\NC(=O)c1ccccc1N
101	-2	-6	105	102	-7	100	100	-11	-17	97	CC(C)NC(=O)c1cc2cc([N+](=O)[O-])ccc2s1
98	-4	-2	104	101	-6	100	98	-2	-4	97	O=C1CCc2cc(S(=O)(=O)NC(Cc3ccccc3)C(=O)NCC3CCCO3)ccc2N1 (stereo not given)
102	1	-6	99	101	-1	100	99	-4	-5	96	O=C(C1CCN(S(=O)(=O)c2cccc3cccnc23)CC1)N1CCN(c2ccc(Cl)cc2)CC1
100	0	-1	105	102	-1	101	103	-2	-2	103	Cc1cccc(CCNS(=O)(=O)c2ccc(S(=O)(=O)N3CCCCC3)cc2)c1
100	-1	-8	102	99	-2	95	97	-3	-5	99	COC(=O)C1CCN(CCCOc2ccc(CN3CCN(c4ccc([N+](=O)[O-])cc4)CC3)cc2)CC1
99	3	0	99	99	0	99	100	2	5	97	CS(=O)(=O)Nc1ccc(C(=O)N2CCCCC2)cc1
95	-1	-12	100	95	-7	98	99	-5	-19	95	O=S(=O)(c1cccc(S(=O)(=O)N2CCC(Cc3ccccc3)CC2)c1)N1CCOCC1
99	-1	-5	100	100	-4	101	102	-6	-6	100	OCC1(CCOc2ccccc2)CCN(CCCn2cccn2)CC1
103	-2	-4	100	100	-3	98	98	-2	-7	95	O=C(c1ccc(OC2CCN(Cc3ccccn3)CC2)cc1)N1CCCC(O)C1 (stereo not given)
95	-2	-6	98	98	-6	95	100	-7	-7	94	COc1ccc(C)cc1-n1nnnc1SCC(=O)NC(=O)NCc1ccco1
98	-6	1	104	101	-6	99	103	-2	2	100	CCCOP(=O)(OCCC)C(NC(=O)C(C)(C)C)c1ccccc1 (stereo not given)
95	1	-2	99	96	-1	95	99	-8	2	98	COc1ccc(N2CCN(C(=O)CCN3C(=O)C4C5C=CC(C5)C4C3=O)CC2)cc1 (stereo not given)
96	-5	-22	101	96	-6	96	97	-6	0	97	O=C(Nc1ccc(N2CCCC2)c(Cl)c1)c1cccnc1
108	3	0	98	97	0	95	96	-1	-6	93	CCN1CCc2c(OCc3ccc(C)cc3)cccc2C1=O
93	2	-3	97	96	0	96	96	-2	0	95	COc1ccc(OCCNC(=O)C(c2ccccc2)c2ccccc2)cc1
99	-7	-8	101	102	-8	99	101	-8	-13	101	COc1ccc(CNC2CCCc3ccccc32)cc1OC (stereo not given)
100	-6	-9	108	99	-7	101	98	-10	-15	98	COc1ccc(C(C)=O)cc1COC(=O)c1cc(C)oc1C
100	1	-4	101	99	-1	100	96	-8	-7	96	O=C(Nc1ccc2nc3n(c(=O)c2c1)CCCCC3)c1ccccc1Cl
96	1	0	101	97	0	99	98	-3	-6	93	Cc1ccc(C(=O)N/N=C\c2cccs2)cn1
101	1	-6	103	100	-5	98	97	-3	-7	97	O=C(CSc1nc(-c2ccccc2)nc2c1CCCC2)N1CCOCC1
100	0	-6	96	96	-5	96	95	-4	-5	97	CC(=O)n1cc([C@@H]2C=C(C(=O)N3CCN(Cc4ccc5c(c4)OCO5)CC3)O[C@H](OCCCCO)C2)c2ccccc21
95	-1	0	101	104	-3	104	104	-1	-3	99	COc1ccccc1N(CN1CCCC1=O)C(=O)COc1ccccc1
105	0	-3	102	103	0	104	100	-2	0	96	Cc1ccc(CNc2nc3c([nH]2)c(=O)n(C)c(=O)n3C)cc1
